# SW480 rerep: A quantitative high throughput screen for small molecules that induce DNA re-replication in SW480 colon adenocarcinoma cells; 340,000 tested, 1.8% active; SW480 DNA re-replication, Hoechst DNA content imaging, 48 h; Potency, µM (series often up to 46.1 µM), without a hit: at the highest dose re-replication activation, usual class: activators; AID 624297, 2012; note: potency is the fitted concentration of half-maximal effect; % of control where 0% means no effect; nearly all actives have a fitted effect of over 55% in size
#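 Compounds, transferred as 23 nL by pin tool, were incubated with cells for 48 hr; DNA content per nucleus was then quantified by Hoechst staining and fluorescence plate imaging.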
# ATXN2 expr inh: Primary qHTS for Inhibitors of ATXN expression; AID 1745845, 2022; 360,000 tested, 0.72% active; Potency, µM (series often up to 57 µM), for the others: top-dose activity change, negative = inhibition, actives largely listed as inhibitors; HEK-293 ATXN2-luciferase reporter, luminescence, 24 h; note: potency is the fitted concentration of half-maximal effect; % is set by controls: 0 for no effect and ±100 for the full control effect; nearly all actives have a fitted effect of over 55% in size
#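 ATXN2-luciferase reporter cells (luciferase flanked by upstream and downstream ATXN2 gene portions) were treated 24 h at 37 °C with compounds at up to 57 uM. SteadyGlo luminescence gave expression; GF-AFC fluorescence gave viability.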
# HT1080NT lethal: qHTS for induction of synthetic lethality in tumor cells producing 2HG: qHTS for the HT-1080-NT fibrosarcoma cell line | 360,000 tested, 1.6% active | Potency, µM (doses to about 46.1 µM), for the others: at the top dose activity, negative = less viability, hits mostly cytotoxic | HT-1080-NT fibrosarcoma viability, CellTiter-Glo ATP luminescence, 48 h | AID 686970, 2013;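 note: NT is the 2HG producing partner of a matched IDH1 knockdown line; potency is the fitted concentration of half-maximal effect; 0% = DMSO-treated cells and -100% = media-only wells without cells; nearly all actives have a fitted effect of over 55% in size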
#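 HT-1080-NT fibrosarcoma cells (2HG-overproducing), 750 cells/well in RPMI with 5% FBS, dosed after 2 h and incubated 48 h at 37C. CellTiter-Glo luminescence normalized to DMSO and no-cell wells; concentration-response curves fitted and classed.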
# MCF10A rereplic: A quantitative high throughput screen for small molecules that induce DNA re-replication in MCF 10a normal breast cells; Potency, µM (top dose mostly 46.1 µM), inactives show at the highest dose activity, positive = re-replication, hits mostly activators; MCF 10A DNA re-replication, Hoechst nuclear intensity, 48 h; AID 624296, 2012; 350,000 tested, 2.9% active; note: potency is the fitted concentration of half-maximal effect; % of control where 0% means no effect; nearly all actives have a fitted effect of over 50% in size
# KB-3-1 cytotox: qHTS assay for MDR1-selective chemotherapeutics: Primary screen using the parental adenocarcinoma cell KB-3-1 | KB-3-1 viability, CellTiter-Glo ATP luminescence, 72 h | Potency, µM (doses to about 46.1 µM), without a hit: top-dose activity change, negative = cytotoxic, hits mostly cytotoxic | 400,000 tested, 1.4% active; note: potency is the fitted concentration of half-maximal effect; % is set by controls: 0 for no effect and ±100 for the full control effect; nearly all actives have a fitted effect of over 60% in size
#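 KB-3-1 parental drug-naive adenocarcinoma cells in DMEM/10% FBS, incubated 72 h at 37 C with pin-transferred compounds across a concentration series. Viability by CellTiter-Glo luminescence; concentration-response curves fitted after normalization.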
# IL-1B inflam inh: qHTS for Inhibitors of Inflammasome Signaling: IL-1-beta AlphaLISA Primary Screen; activity change, % at 57.5 µM; THP-1 LPS/ATP IL-1B secretion, AlphaLISA, 16 h; active compounds read low; 360,000 tested, 4.7% active; in the data active = activity change below about -50%; inconclusive = mostly about -30% to -49%; note: % is set by controls: 0 for no effect and ±100 for the full control effect
#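 THP-1 cells pretreated 1 hr with compounds (up to 57.5 uM final), then stimulated with LPS (250 ng/mL final) plus ATP (1.25 mM final); secreted IL-1B measured by AlphaLISA after 16 hr, decreased signal indicating inhibition.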
# HT1080 IDH1KD tx: qHTS for induction of synthetic lethality in tumor cells producing 2HG: qHTS for the HT-1080-IDH1KD cell line | HT-1080 IDH1 knockdown viability, ATP luminescence, 48 h | Potency, µM (doses to about 46.1 µM), for the others: top-dose activity, negative = toxicity, actives largely listed as cytotoxic | 360,000 tested, 2% active;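 note: potency is the fitted concentration of half-maximal effect; 0% = DMSO wells and -100% = cell-free medium wells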
#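 Viability of IDH1-knockdown HT-1080 fibrosarcoma cells was assessed by CellTiter-Glo after 48 h at 37 °C with titrated compound; concentration-effect curves were classified by fit quality and response size.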
# KB-V1 MDR tox: qHTS assay for MDR1-selective chemotherapeutics: Primary screen using the drug-selected MDR subline cells KB-V1 | Potency, µM (titrated, usually from 46.1 µM), without a hit: top-dose activity change, negative = cytotoxicity, hits mostly cytotoxic | KB-V1 MDR cells viability, CellTiter-Glo, 72 h | 400,000 tested, 3.4% active; note: potency is the fitted concentration of half-maximal effect; % is set by controls: 0 for no effect and ±100 for the full control effect; nearly all actives have a fitted effect of over 60% in size
#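 Cytotoxicity toward P-gp-expressing KB-V1 cells was determined as loss of CellTiter-Glo luminescence after 72 h at 37 degrees C. Compounds were tested in quantitative HTS format across a concentration range, with curves fitted to normalized data.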
# S2 tox: Viability Counterscreen for Primary qHTS for Inhibitors of ATXN expression; 400,000 tested, 0.49% active; AID 651635, 2014; Potency, µM (top dose mostly 56.7 µM), actives largely listed as cytotoxic; S2 cells (HEK-293 line with an ATXN2-luciferase reporter) viability, CellTiter-Fluor protease fluorescence, 24 h; note: potency is the fitted concentration of half-maximal effect; nearly all actives have a fitted effect of over 40% in size
# * marks the source's active call; other numbers are inactive results; i = inactive; ? = inconclusive; . = not tested or not shown; [ ] = remark or other dose. Unless noted, calls come from the whole dose curve; as a rule, active = well fitted curve in the direction sought with a large enough effect; inconclusive = small, poorly fitted or top-dose-only effect, or another doubt; inactive = no such curve, though single readings can be large; an effect the other way counts as inactive or inconclusive.
SMILES | KB-3-1 cytotox | ATXN2 expr inh | HT1080 IDH1KD tx | S2 tox | IL-1B inflam inh | MCF10A rereplic | SW480 rerep | KB-V1 MDR tox | HT1080NT lethal
CN(Cc1ccon1)C(=O)CCc1nnc(CCCCc2ccccc2)o1 | -6% | 3% | 8% | i | 14 | 1% | -4% | -18% | 0%
O=C(CNC(=S)N(Cc1ccccc1)Cc1ccccc1F)NCCc1ccc(Cl)cc1 | 28% | -18% | 16µM* | i | . | ? | 12% | ? | 16µM*
Cc1cccc(N/C(N)=N/c2nc(C(F)(F)F)cc(=O)[nH]2)c1C | -2% | -16% | -7% | ? | 11 | ? | -5% | 3% | -7%
CC(=O)N1c2ccccc2CC1C(=O)N1CCN(c2ccccc2F)CC1 (stereo unspecified) | 0% | 1% | . | i | . | . | . | 17% | .
COc1cc(NC(C)=O)ccc1-c1cc2ccccc2oc1=O | -1% | 35% | ? | i | 36 | -6% | 6% | -16% | -18%
CC(C)(C)OC(=O)C[C@@H]1C/C=C\C[C@H](CC(=O)N(CCO)Cc2ccccc2)C(=O)NC[C@H](c2ccccc2)OC1=O | 14% | -4% | 4% | i | -23 | 12% | 0% | 3% | 0%
Cc1csc(=O)n1CCC(=O)OCC(=O)NNC(=O)c1ccccc1 | 4% | 8% | 17% | i | 6 | 0% | -10% | 14% | 19%
C=CCN1C(=O)c2ccccc2NC1c1cc(Br)cs1 (stereo unspecified) | -6% | -23% | -14% | i | -9 | 16% | 1% | ? | -21%
COc1ccc(NC(=O)Cn2c([N+](=O)[O-])cnc2C)cc1Cl | -10% | -13% | 11% | i | 2 | -13% | -6% | 32% | 16%
COc1ccc(NC2CCCN(C(=O)CSc3ccccc3)C2)cc1 (stereo unspecified) | 0% | . | -9% | i | 1 | 7% | -5% | 8% | 1%
O=C(CN1C(=O)S/C(=C\c2cccs2)C1=O)Nc1ccc(O)c(C(=O)O)c1 | -5% | -5% | -3% | i | -15 | -2% | 0% | ? | 6%
c1cn2c(Nc3ccc4c(c3)OCCO4)c(-c3ccc(N4CCOCC4)cc3)nc2cn1 | 12% | -13% | -18% | i | -5 | 1% | 5% | 11% | -1%
O=C(Oc1cncc(Cl)c1)c1ccco1 | 0% | -4% | 8% | i | 17 | -2% | 0% | 7% | 7%
CCc1nccn1S(=O)(=O)c1ccc(OC)c(C)c1C | 4% | 0% | 29% | i | 12 | -10% | -7% | 0% | -6%
CC(C)c1nc2sc3c(c2c(=O)o1)CCCC3 | -11% | 6% | 7% | i | 5 | -3% | -4%[9.22 µM] | 0% | 2%
CCOc1cccc(CNCc2ccc(C(=O)O)cc2)c1 | 9% | 2% | 7% | i | -14 | -14% | 12% | 0% | 4%
Cc1ccc(NC(=O)CCC(=O)OCc2ccc(Br)cc2)cc1 | 7% | -11% | 18% | i | 13 | 0% | -1% | 0% | 20%
CN(C)S(=O)(=O)c1ccc(C(=O)NNC(=O)C2COc3ccccc3O2)cc1 (stereo unspecified) | -4% | 3% | 0% | i | -15 | -8% | 12% | 1% | 1%
COc1cc(SC)ccc1C(=O)Nc1c(Cl)cncc1Cl | ? | -29% | 0% | i | -67* | 13% | -1% | -46% | 14%
CC(C)(C)N(Cc1ccccc1)C(=O)COC(=O)c1ccc(N2CCCC2=O)cc1 | 1% | 1% | 12% | i | -8 | ? | -4% | -4% | 2%
CCOc1ccc(S(=O)(=O)Nc2ccccc2C(=O)N/N=C/c2c(OC)ccc3ccccc23)cc1 | 15% | -6% | -7% | i | 17 | 1% | 0% | 1% | -17%
CCN(CC)C(=O)N1c2ccccc2C=Cc2ccccc21 | 3.7µM* | -33% | ? | ? | 0 | ? | 7% | ? | -19%
O=C1OC(Nc2ccc(F)cc2F)c2ccccc21 (stereo unspecified) | -2% | -2% | 15% | i | 27 | 2% | -2% | ? | 15%
CCOC(=O)c1ccc(CSc2n[nH]c(C)n2)o1 | 1% | 3% | -7% | i | 24 | -1% | 0% | -11% | -8%
Cc1c(CCC(=O)O)c(=O)oc2c(C)c(OCc3ccccc3Cl)ccc12 | 5% | -5% | 10% | ? | 18 | -1% | -1% | 3% | -2%
Cc1ccc(S(=O)(=O)/N=C2/NC(=O)/C(=C\c3ccco3)S2)cc1 | ? | -12% | 4% | ? | 18 | 5% | -25% | -21% | 7%
c1ccc(-c2ccccc2OCCCCN2CCCCCC2)cc1 | -12% | . | -8% | ? | -22 | 18% | ? | -3% | -2%
CN1C(=O)C2(SCC(=O)N2c2ccc(Cl)cc2)c2ccccc21 (stereo unspecified) | 0% | 12% | . | i | . | . | . | -6% | .
CCN(CC)CCn1c2c(c(SCC(=O)Nc3cccc4ccccc34)nc1=O)CCCC2 | 0% | 10% | -1% | i | -66* | -1% | 0% | 9% | 2%
CC1C=CCC2C(=O)N(c3cc(Cl)ccc3O)C(=O)C12 (stereo unspecified) | -3% | -24% | 8% | i | 0 | -24% | -5% | 0% | 3%
CCn1nc(NC(=O)c2ccncc2)c2cc3cc(C)ccc3nc21 | 15% | 22% | 0% | i | ? | 8.2µM* | ? | 0% | -7%
O=C(N=C1SC2CS(=O)(=O)CC2N1Cc1ccccc1)C1CCCCC1 (stereo unspecified) | -3% | -10% | 12% | ? | 31 | 0% | 13% | -4% | 24%
COc1cccc(CN2CCN(C(=O)CCc3nnc(C4CCCCC4)o3)CC2=O)c1 | 9% | 1% | 5% | i | -7 | 4% | -4% | 0% | 2%
COC(=O)c1ccc2nc(-c3ccc(C)cc3)c(Cc3ccc(OC)cc3C)n2c1 | 5% | 8% | 0% | i | 16 | . | . | -24% | 3%
Cn1cnnc1Sc1ccc(C(F)(F)F)cc1[N+](=O)[O-] | -1% | -25%[11.3 µM] | 6% | i | ? | ? | -5% | 19% | 1%
CN(C(=O)c1cccc(NC(=O)Cc2ccc(NC(=O)C3CCN(C(=O)c4ccccc4)CC3)cc2)c1)C1CCCCC1 | 1% | 10% | -24% | i | 57 | ? | -1%[9.22 µM] | -4% | -5%
CCc1cccc(-n2c(SCC(=O)c3c(N)n(C4CC4)c(=O)[nH]c3=O)nnc2N2CCOCC2)c1 | 19% | -8% | 10% | i | 6 | -5% | -6% | 2% | -7%
CCCNC(=O)C1(C)CCCN(C(=O)C2(c3ccc(Cl)cc3)CCCC2)C1 (stereo unspecified) | 0% | -26% | -16% | i | 14 | . | . | 0% | -17%
COc1ccc(C2=C(C)C(=O)N(Cc3ccc(C(=O)NC(C)c4ccccc4)cc3)S2(=O)=O)cc1 (stereo unspecified) | 14% | 9% | . | i | . | . | . | -5% | .
O=C1NC(Cc2ccccc2)c2nc3ccc(Cl)cc3c(=O)n2-c2cc3ccccc3cc21 (stereo unspecified) | ? | -3% | ? | ? | 16 | . | . | 0% | -19%
Cc1nnc(SCc2cc(=O)[nH]c(/N=C(\N)Nc3ccccc3)n2)s1 | ? | -2% | 18µM* | i | 22 | 18µM* | ? | ? | ?
CCc1nnc(NC(=O)c2ccc(-c3ccc(F)cc3)o2)s1 | 2% | 3%[11.3 µM] | 13% | ? | -13 | 8% | ? | ? | ?
CC(C)c1nc(SCC(=O)NCC2CCCO2)c2c(=O)n(C)c(=O)n(C)c2n1 (stereo unspecified) | 13% | -7% | 2% | i | -1 | 0% | 0% | -3% | -1%
Cc1ccc(S(=O)(=O)N(C)C)cc1NC(=S)N1CCc2ccccc21 | -4% | -25% | -6% | i | 36 | 16% | 5% | -20% | -1%
COC(=O)c1ccc(NC(=O)CSc2nnc(-c3ccccc3)n2C)cc1 | -4% | -1% | 11% | i | 12 | -13% | 0% | 4% | 6%
O=C1CCC[C@@H]2C[C@@]3(C[C@@H]4CCN1[C@H]24)Nc1cc(Cl)c(Cl)cc1NC3=NCc1ccccc1 | ? | 0% | 3% | . | -19 | ? | 22% | ? | 1%
CC1CCCN(c2oc(-c3cccc4ccccc34)nc2C#N)C1 (stereo unspecified) | 1% | 31%[activator] | 3% | ? | -1 | ? | 5% | 6% | -2%
O=[N+]([O-])c1cnn(-c2nc(-c3cccs3)cc(C(F)(F)F)n2)c1 | 7% | -15% | -2% | i | 49 | -3% | -3% | 8% | 5%
Cn1nc(C(C)(C)C)cc1NC(=O)Nc1cc(Cl)cc(Cl)c1 | -4% | -37% | ? | i | -98* | ? | ? | -20% | 16µM*
CC(Nc1nc(-c2ccc(F)cc2)cs1)c1nc2cc(Cl)c(N3CCCCC3)cc2n1CCCO (stereo unspecified) | ? | ? | ? | . | -7 | 21µM* | ? | ? | 2%
O=C1c2cc3ccccc3c(-c3ccccc3)c2C(=O)N1c1ccccn1 | 1% | -2% | 1% | i | 5 | -2% | -4% | 13µM* | 2%
COCCCNC(=O)c1ccc(NS(C)(=O)=O)cc1 | -9% | 3% | 2% | i | -6 | 0% | -8% | 10% | -3%
COc1ccc(NC(=O)CN(c2cccc(F)c2)S(C)(=O)=O)cc1OC | 0% | -8% | 6% | i | 29 | 29% | ? | 5% | 2%
CN(C)c1ccc(C=C2SC(=S)NC2=O)cc1 | 14% | 44%[activator] | -1% | i | 13 | 13% | 0% | 7% | 0%
COc1ccc(-c2cc(C(=O)NC3CCCC3)no2)cc1OC | 4% | 23% | 15% | i | -12 | -15% | -4% | -4% | 14%
Nc1c(C(=O)NCc2ccc(Cl)cc2)sc2nc3c(c(C(F)(F)F)c12)CCC3 | -5% | 3% | 10% | . | ? | 4% | ? | 15µM* | 14%

# Source: PubChem BioAssay
